# Screening data from PubChem BioAssay.
# MLL CXXC-DNA inh – MLL CXXC-DNA interaction inhibition; Q03164; MLL-CXXC / FITC-HOXA9 DNA fluorescence polarization; Potency, µM (series often up to 115 µM), without a hit: top-dose activity change, negative = inhibition, usual class: inhibitors; actives 0.037% (n = 290,000); AID 2662; active = well fitted inhibition curve with a large enough effect in the polarisation, with a control signal flat, not every such curve was filed as active; inconclusive = small, poorly fitted or top-dose-only effect, or effect the other way, or a change in a side signal; inactive = no such curve, though single readings can be large or run the other way; the % refers to the polarisation; note: potency is the fitted concentration of half-maximal effect
#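 Steps: dispense CXXC domain solution (7 uM) → pin compounds or unlabeled HOX-A9 DNA control → 5 min ambient → add FLSN-HOX-A9 solution (50 nM) → spin → 30 min ambient → fluorescence polarization. Tris pH 7.5/NaCl/DTT/BSA buffer.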
# Giardia killer – Giardia lamblia killing. Giardia lamblia trophozoite viability. activity change, % at 7.66 µM, hits read low. actives 0.15% (n = 340,000). AID 540267; in the data active = activity change below about -80%; inconclusive = between about -30% and that limit;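 note: parasites exposed to compound for two days anaerobically before the ATP read; % is set by controls: 0 for no effect and ±100 for the full control effect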
#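 Giardia lamblia trophozoites (100 cells/well) were incubated with compounds for 48 h at 37 deg C under anaerobic conditions. Viability was read as ATP content by one-step luminescence after 15-30 min at room temperature.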
# KCNH2 WT inh – inhibitors of human wildtype KCNH2 potassium channel; U2OS, BacMam KCNH2, thallium flux FluxOr; hits give low values; Q12809; activity change, % at 1.84 µM; actives 0.37% (n = 340,000); AID 720551;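 active = maximum activity change below -70%; inconclusive = maximum activity change between -70% and -50%; inactive = maximum activity change above -50%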; note: % is set by controls: 0 for no effect and ±100 for the full control effect
#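 U2OS cells were transduced with wild-type KCNH2 virus (2.03 x 10^8 / mL) for 4 h at room temperature, then cultured overnight at 37 C. Thallium flux was read with FluxOr dye. Rate constants were normalized to DMSO controls.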
# FBPA coupling cs – coupling enzyme interference in Giardia aldolase counter-screen; coupling enzyme system counterscreen, AmpLite Red fluorescence; activity change, negative = inhibition, % at 58.2 µM, hits read low; actives 0.67% (n = 290,000); in the data active = activity change below about -30%; note: % is set by controls: 0 for no effect and ±100 for the full control effect
#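 Counterscreen of the coupled detection system alone, without aldolase: glyceraldehyde-3-phosphate coupling enzymes plus AmpLite Red readout. Compounds at 57.5 uM final, 10 min RT preincubation, 20 min RT reaction, fluorescence 525/598 nm.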
# TRPV1 ag – agonists of human vanilloid receptor 1 (TRPV1). Q8NER1. TRPV1-expressing cells, Fluo-8 calcium influx, agonist mode. activation, % at 8.33 µM. actives 0.19% (n = 320,000). AID 540275; in the data active = activation above about 80%; inconclusive = between about 30% and that limit; note: 0% is about no effect
#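 TRPV1-expressing cells were cultured overnight at 35.5C and loaded with Fluo-8 calcium dye for 40 to 90 min at room temperature. After a 10 s baseline, compound was added and calcium influx was read kinetically for 3 min (ex 480/em 520 nm).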
# Menin-MLL TR inh – inhibitors of human menin-MLL interaction, mutant MLL peptide; O00255; Menin + Texas Red MLL mutant peptide, fluorescence polarization; Potency, µM (titrated, usually from 61.6 µM), for the others: at the highest dose FP activity change, negative = inhibition, actives largely listed as inhibitors; actives 0.23% (n = 270,000); AID 1768; active = well fitted inhibition curve with a large enough effect in the polarisation, with a control signal flat, not every such curve was filed as active; inconclusive = small, poorly fitted or top-dose-only effect, or effect the other way, or a change in a side signal; inactive = no such curve, though single readings can be large or run the other way; the % refers to the polarisation; note: potency is the fitted concentration of half-maximal effect; % of control where 0% means no effect; many of its hits are not listed in these tables
# PKM2 act – PKM2 (human) enzyme activation; AID 1631; actives 0.34% (n = 260,000); Potency, µM (series often up to 57.5 µM), for the others: at the top dose activation, usual class: activators; purified PKM2, Kinase-Glo ATP luminescence, activation; response scale: 0% is enzyme alone, no compound; P14618; note: potency is the fitted concentration of half-maximal effect; % is set by controls: 0 for no effect and ±100 for the full control effect; nearly all actives have a fitted effect of over 55% in size
#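 Purified hPK-M2 (>95%) run at intermediate activity with 0.1 mM ADP and 0.5 mM PEP in 50 mM imidazole pH 7.2, KCl, MgCl2; 1 h room temperature. ATP formed read by Kinase-Glo luminescence; normalized to uninhibited and no-enzyme controls.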
# B2AR arrestin – beta2AR (human) beta-arrestin recruitment activity; P07550; beta-arrestin recruitment to beta2AR, cell-based reporter; Potency, µM (highest dose often 46.1 µM), for the others: at the highest dose activation, most hits filed as activators; actives 0.02% (n = 330,000); AID 492947;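 note: potency is the fitted concentration of half-maximal effect; 0% = DMSO controls and full agonism = EC100 isoproterenol or metaproterenol; nearly all actives have a fitted effect of over 65% in size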
# Target sequence (P07550 whole entry, looked up): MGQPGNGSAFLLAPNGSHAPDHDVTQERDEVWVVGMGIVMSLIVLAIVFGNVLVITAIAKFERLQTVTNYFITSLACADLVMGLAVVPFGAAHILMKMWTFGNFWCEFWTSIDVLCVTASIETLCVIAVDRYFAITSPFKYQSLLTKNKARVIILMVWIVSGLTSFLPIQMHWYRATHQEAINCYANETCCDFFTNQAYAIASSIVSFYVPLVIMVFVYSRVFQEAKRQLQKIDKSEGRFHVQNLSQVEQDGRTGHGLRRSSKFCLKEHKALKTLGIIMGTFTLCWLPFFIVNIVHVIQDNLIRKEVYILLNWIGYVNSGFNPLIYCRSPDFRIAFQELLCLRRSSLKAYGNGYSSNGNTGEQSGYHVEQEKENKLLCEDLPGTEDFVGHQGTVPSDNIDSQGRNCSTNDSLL
# USP2a inh – blocks human ubiquitin-specific protease USP2a | actives 0.01% (n = 330,000) | Potency, µM (titrated, usually from 38.3 µM), for inactives: at the highest dose activity change, negative = inhibition, actives largely listed as inhibitors | O75604 | USP2 core, Ub-CHOP2 coupled fluorogenic reporter, 485/531;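 note: potency is the fitted concentration of half-maximal effect; plate controls were DMSO wells for no effect and full inhibition by NEM control for full effect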
# Target sequence (O75604 whole entry, looked up): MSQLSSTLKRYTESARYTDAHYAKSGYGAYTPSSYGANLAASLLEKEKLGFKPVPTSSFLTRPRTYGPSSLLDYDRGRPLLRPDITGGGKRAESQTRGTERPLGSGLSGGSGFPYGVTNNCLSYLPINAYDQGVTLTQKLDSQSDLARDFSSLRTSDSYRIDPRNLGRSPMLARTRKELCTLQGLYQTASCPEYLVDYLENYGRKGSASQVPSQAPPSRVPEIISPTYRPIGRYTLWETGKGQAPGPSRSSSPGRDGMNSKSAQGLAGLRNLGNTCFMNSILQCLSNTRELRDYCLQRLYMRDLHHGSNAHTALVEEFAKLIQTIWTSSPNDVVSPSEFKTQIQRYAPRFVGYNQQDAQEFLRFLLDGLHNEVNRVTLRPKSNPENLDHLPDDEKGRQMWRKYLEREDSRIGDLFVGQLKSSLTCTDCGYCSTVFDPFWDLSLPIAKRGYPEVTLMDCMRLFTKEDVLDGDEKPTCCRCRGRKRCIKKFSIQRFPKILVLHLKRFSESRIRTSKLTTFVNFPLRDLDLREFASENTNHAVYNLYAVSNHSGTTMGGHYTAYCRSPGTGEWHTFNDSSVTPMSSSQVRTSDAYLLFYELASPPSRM
#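 Deubiquitinase activity read as fluorescence (485/531 nm) after Ub-CHOP2 cleavage activates the enterokinase reporter on its substrate; USP2 core 10nM, Ub-CHOP2 and substrate 25nM each, 30min compound preincubation then 60min RT; data normalized to NEM, curves fitted.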
# GALK inh – blocks human galactokinase activity. P51570. Purified GALK, Kinase-Glo residual ATP luminescence. Potency, µM (series often up to 57.5 µM), without a hit: top-dose activity change, negative = inhibition, hits mostly inhibitors. actives 0.007% (n = 270,000); note: potency is the fitted concentration of half-maximal effect; % is set by controls: 0 for no effect and ±100 for the full control effect
#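 GALK at 5 nM final was combined with compound, 35 uM ATP and 100 uM galactose in HEPES pH8.0 with MgCl2 and DTT. The reaction ran one hour at room temperature before luminescent ATP detection.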
# KCNH2 3.1 block – inhibitors of human KCNH2 3.1 potassium channel isoform; AID 720553; U2OS KCNH2 3.1, thallium flux FluxOr; hits give low values; activity change, % (tested at about 1.8 µM); actives 0.95% (n = 340,000);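 active = maximum activity change below -70%; inconclusive = maximum activity change from -70% to -50%; inactive = maximum activity change above -50%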;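 note: thallium influx rate constant from kinetic fluorescence after stimulation buffer; % is set by controls: 0 for no effect and ±100 for the full control effect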
#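 Kinetic fluorescence (2 min after stimulation buffer) measures Tl+ influx through KCNH2 3.1 expressed by viral transduction in U2OS cells; the rate constant is normalized against DMSO controls serving as positive and negative references.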
# * = called active by the depositor; ? = inconclusive; . = not tested or not shown. Unless noted, calls come from the whole dose curve; as a rule, active = well fitted curve in the direction sought with a large enough effect; inconclusive = small, poorly fitted or top-dose-only effect, or another doubt; inactive = no such curve, though single readings can be large; an effect the other way counts as inactive or inconclusive. Some of the compounds tested; rates above refer to the full screens.
# Start of the data: the first 2 records, ahead of the listing:
SMILES,MLL CXXC-DNA inh,Giardia killer,KCNH2 WT inh,FBPA coupling cs,TRPV1 ag,Menin-MLL TR inh,PKM2 act,B2AR arrestin,USP2a inh,GALK inh,KCNH2 3.1 block
O=C(CCCN1C(=O)C(c2ccccc2)Oc2cccnc21)NCCc1ccc(Cl)cc1 (stereo not given),27%,4,13,.,6,.,.,0.2%,-2%,4%,-1
COC(=O)c1ccc(NC(=O)c2cc(-c3ccccn3)nc3ccccc23)cc1,8%,-2,0,1,-4,3%,4%,-0.4%,2%,-2%,3

# The list itself, previewed entries included:
SMILES,MLL CXXC-DNA inh,Giardia killer,KCNH2 WT inh,FBPA coupling cs,TRPV1 ag,Menin-MLL TR inh,PKM2 act,B2AR arrestin,USP2a inh,GALK inh,KCNH2 3.1 block
O=C(CCCN1C(=O)C(c2ccccc2)Oc2cccnc21)NCCc1ccc(Cl)cc1 (stereo not given),27%,4,13,.,6,.,.,0.2%,-2%,4%,-1
COC(=O)c1ccc(NC(=O)c2cc(-c3ccccn3)nc3ccccc23)cc1,8%,-2,0,1,-4,3%,4%,-0.4%,2%,-2%,3
CCOC(=O)N1CCN(S(=O)(=O)c2ccc(F)c(C(=O)Nc3cccc(C)c3C)c2)CC1,10%,-6,-5,4,8,1%,-1%,-0.8%,1%,.,-9
Cc1ccc(-n2nc(C)c(C(=O)N3CCN(C(=O)c4ccco4)CC3)c2-n2cccc2)cc1,1%,12,-2,1,1,7%,-2%,-0.9%,1%,-1%,5
COc1ccc(OC)c(NC(=O)C(CCS(C)(=O)=O)NC(C)=O)c1 (stereo not given),-7%,-4,3,-5,-2,-9%,-2%,-0.1%,1%,-1%,13
O=C(CSc1nnc(-c2ccccc2)o1)N1CCOCC1,1%,11,-3,1,7,-4%,-1%,-0.3%,2%,7%,-6
CC1(C)O[C@@H]2[C@H](O1)[C@@H](CO)O[C@H]2n1ccc(=O)[nH]c1=O,.,12,-6,.,-5,.,.,0.1%,2%,.,-1
Cc1nn(C)c(C)c1/C=C(/C(=O)C(C)(C)C)n1cncn1,1%,12,-6,0,-3,.,0%,-0.2%,2%,4%,-16
O=C(CSc1nc(O)cc(=O)n1-c1ccccc1)Nc1nc2ccccc2s1,-4%,8,-4,10,-1,.,-5%,-0.6%,1%,3%,7
CN(C(=O)c1cc(COc2ccc(F)c(F)c2)on1)C1CCOC1 (stereo not given),6%,-15,-6,.,?,.,.,0.3%,3%,-4%,1
CC(C)(C)C(=O)NC(=S)NNC(=O)C(c1ccccc1)c1ccccc1,-3%,-22,-7,3,?,-12%,5%,0.1%,-8%,-2%,17
O=C(NCCCO)c1c(O)c2cccc3c2n(c1=O)CCC3,-2%,-7,-3,2,0,-4%,.,-0.1%,-1%,-1%,-3
Cc1cnc(C(=O)OCC(=O)c2ccc(C3CCCCC3)cc2)cn1,.,0,10,.,0,.,.,0.1%,0%,.,-24
N#Cc1ccc(COC(=O)c2cccnc2Cl)cc1,14%,-14,-21,0,4,.,.,0.5%,1%,-1%,-2
Cn1c(SCC(=O)N/N=C/c2ccncc2)nc2ccccc21,-5%,-10,4,1,-2,.,-8%,-0.2%,0%,6%,16
O=C(NCc1cccs1)C1CC(c2ccccc2O)=NO1 (stereo not given),8%,-4,1,-1,6,17%,2%,-0.3%,1%,-1%,13
O=C(O)c1cccc(NC(=S)NC(NC(=O)c2ccco2)C(Cl)(Cl)Cl)c1 (stereo not given),?,-22,10,1,-1,.,3%,-0.6%,-1%,-8%,8
COC(=O)CCC(=O)OC1(C)C(=O)C=C2C=C(c3ccsc3)OC=C2C1=O (stereo not given),.,-8,0,2,.,16%,.,.,.,.,40
O=C(CNC(=O)c1ccc(Cl)cc1)NCc1ccccn1,.,1,-1,.,-1,.,.,0.1%,2%,.,-19
CCCCN(CCCC)C(=O)CSc1nnc(-c2cc(OC)c(OC)c(OC)c2)o1,-9%,29,-4,2,21,-7%,4%,0.1%,0%,1%,4
O=C(CCC(=O)Nc1ccc(Br)cc1)N/N=C/c1ccccc1F,-2%,-9,1,1,0,?,.,-0.8%,3%,6%,19
N#Cc1c(N)nc(SCC(=O)NCCc2ccccc2)c(C#N)c1-c1cccs1,2%,7,-6,1,0,?,1%,0.1%,-2%,-1%,-5
CSc1nc(C)cc(SCC(=O)Nc2ccccc2)n1,23%,2,-6,3,2,0%,-26%,2.7%,0%,-1%,-4
COCCNC(=O)Cn1nc(-c2ccccc2)c2ccccc2c1=O,-16%,-10,-2,0,2,0%,.,-0.9%,5%,-2%,15
CSCCC(NC(=O)COc1ccccc1)C(=O)N(C)Cc1cccc(F)c1 (stereo not given),.,-12,4,.,21,.,.,0.4%,1%,.,-25

# Single values from the list.
# `CSc1nc(C)cc(SCC(=O)Nc2ccccc2)n1` in Giardia killer shows 2
# `COC(=O)CCC(=O)OC1(C)C(=O)C=C2C=C(c3ccsc3)OC=C2C1=O` (stereo not given) in KCNH2 3.1 block shows 40

# Other compounds:
SMILES,MLL CXXC-DNA inh,Giardia killer,KCNH2 WT inh,FBPA coupling cs,TRPV1 ag,Menin-MLL TR inh,PKM2 act,B2AR arrestin,USP2a inh,GALK inh,KCNH2 3.1 block
Cc1ccc(N2C(=O)Nc3ccccc3C2(O)C(=O)N2CCN(c3ccccn3)CC2)cc1C (stereo not given),-1%,16,2,0,-2,-6%,-10%,0.1%,1%,1%,-47
Cc1nc(=O)c(-c2ccccc2)c(C)n1-c1cccc(/C=C/C(=O)O)c1,-6%,14,-9,0,3,-14%,.,0.0%,-6%,4%,-9
NS(=O)(=O)c1cccc(NC(=O)CSc2nnc(-c3ccncc3)n2C2CC2)c1,.,13,-5,.,.,.,.,0.4%,2%,.,4
COc1ccc(Cl)cc1S(=O)(=O)Nc1ccc(Cl)cn1,1%,-12,7,0,2,-12%,.,-0.1%,1%,0%,23
CCOC(=O)c1c(C)[nH]c(C)c1C(=O)COC(=O)c1ccc(OC)c(OC)c1,4%,3,6,3,-1,0%,4%,0.4%,-3%,-2%,0
CN(C(=O)COC(=O)c1ccc(Br)c(S(=O)(=O)N2CCOCC2)c1)C1CCCCC1,.,0,12,.,.,.,.,-0.2%,0%,.,17
C[n+]1cn(CC(O)COCc2ccccc2)c2ccccc21 (stereo not given),0%,5,-4,0,-8,-8%,-4%,4.4%,-1%,6%,-9
O=C(Oc1cccc2cccnc12)c1ccc(Br)o1,0%,-20,-6,-5,0,-5%,-2%,-0.4%,0%,0%,-12
O=C1C=Cc2ccccc2/C1=C/c1[nH]c(=O)[nH]c1O,?,-5,2,-9,-1,?,-2%,-0.1%,1%,0%,-9
COCc1c(C(=O)N/N=C/c2ccco2)nnn1-c1nonc1N,-8%,3,3,0,-1,-14%,4%,-0.6%,1%,-5%,10
CC(C)C1C(C#N)=C(N)Oc2n[nH]c(C(C)(C)C)c21 (stereo not given),-3%,-2,-3,3,-6,1%,0%,0.2%,2%,2%,?
CC(CCc1ccccc1)NC(=O)CCCCCNc1nc(=S)[nH]c2ccccc12 (stereo not given),-1%,.,.,-2,-1,-15%,-3%,0.0%,4%,0%,.
O=C(NCc1ccccc1)N1CCC(CO)(CCc2ccccc2)CC1,-11%,-9,4,-5,?,-7%,-8%,-1.2%,1%,-5%,1
COC(=O)c1c(N(S(C)(=O)=O)S(C)(=O)=O)sc2c1CCN(c1ncc(C(F)(F)F)cc1Cl)C2,26%,9,-3,-8,4,-6%,-10%,0.1%,7%,0%,7
CCOC(=O)N1CCC(N2CCN(S(=O)(=O)c3ccc(NC(C)=O)cc3)CC2)CC1,-6%,7,-7,4,3,-1%,-1%,-1.9%,4%,1%,-17
CC(C)CC(N=C1NC(C)(C)Cc2ccccc21)C(=O)O (stereo not given),-13%,6,-7,0,0,-23%,2%,-2.1%,2%,2%,5
COc1ccc2c(c1)c(CC(=O)Nc1cc(C)ccc1C)c(C)n2C(=O)c1ccc(Cl)cc1,4%,4,3,2,4,-8%,0%,1.4%,-1%,0%,-15
Fc1cccc(Nc2ncnc3sccc23)c1,-7%,-7,-2,-5,?,28%,.,-0.1%,3%,2%,1
Cc1nnc(SCC(=O)Nc2cc(S(=O)(=O)N3CCCC3)ccc2Cl)n1C1CC1,.,-1,1,.,-3,.,.,-0.9%,-1%,.,-97*
